Ba/F3 V617F tox – loss of viability in JAK2V617F-driven Ba/F3 cells. inhibition, % at 5.6 µM. actives 1.1% (n = 220,000). Ba/F3 EpoR-JAK2V617F viability, ATP luminescence;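 active = inhibition above the campaign mean plus 3 SD over all tested compounds, cut at about 24% in these data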;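 note: cytokine-independent growth of Ba/F3 cells driven by EpoR plus mutant JAK2; 0% = DMSO-treated cells and 100% = JAK inhibitor I control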
CHOP inh – inhibitors of CHOP induction in ER stress response; CHO-K1 CHOP-promoter luciferase, tunicamycin-induced, 15-18 h; inhibition, % at 10 µM; actives 3.8% (n = 220,000);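 active = compounds that reduced the stress-induced luciferase reporter signal by more than about 70% of percent inhibition, limit read from the data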;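 note: 0% = tunicamycin plus vehicle and 100% = wells without tunicamycin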
BaF3 parental – parental Ba/F3 viability inhibition as JAK2V617F counter-screen; CellTiter-Glo ATP luminescence; inhibition, % at 5.6 µM; actives 1.1% (n = 220,000); AID 1486;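 active = inhibition above a per-campaign cutoff, the mean inhibition of all tested compounds plus 3 SD, cut at about 27% in these data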;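 note: 0% = DMSO wells and 100% = JAK Inhibitor I control wells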
S1P4 antag – antagonists of human S1P4 receptor | actives 0.26% (n = 220,000) | O95977 | AID 1510 | inhibition, % at 4.98 µM | S1P4-expressing cells, antagonist mode, reporter read-out; in the data active = inhibition above about 29%;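 note: 0% = wells stimulated with agonist and 100% = vehicle wells without agonist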
Target sequence (O95977 whole entry, looked up): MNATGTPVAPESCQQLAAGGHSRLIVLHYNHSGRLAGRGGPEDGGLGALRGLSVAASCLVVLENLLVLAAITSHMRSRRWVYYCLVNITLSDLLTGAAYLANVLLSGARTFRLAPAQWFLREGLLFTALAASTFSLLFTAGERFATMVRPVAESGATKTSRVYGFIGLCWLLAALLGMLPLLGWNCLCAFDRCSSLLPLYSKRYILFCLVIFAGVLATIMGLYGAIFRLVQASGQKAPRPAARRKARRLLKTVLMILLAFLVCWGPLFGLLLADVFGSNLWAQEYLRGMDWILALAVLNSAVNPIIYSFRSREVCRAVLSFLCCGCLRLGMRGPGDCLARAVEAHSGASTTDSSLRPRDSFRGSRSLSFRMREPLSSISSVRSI
NPY Y1 blocker – blocks the human neuropeptide Y Y1 receptor. HEK293-CNG Y1 cells, membrane potential fluorescence; NPY at EC95, then isoproterenol. AID 1040. actives 1% (n = 200,000). inhibition, % at 3.6 µM. P25929;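 active = inhibition above the campaign mean inhibition of all tested compounds plus 3 SD, cut at about 20% in these data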;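 note: 0% = DMSO wells given NPY plus isoproterenol and 100% = isoproterenol alone without NPY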
Target sequence (P25929 whole entry, looked up): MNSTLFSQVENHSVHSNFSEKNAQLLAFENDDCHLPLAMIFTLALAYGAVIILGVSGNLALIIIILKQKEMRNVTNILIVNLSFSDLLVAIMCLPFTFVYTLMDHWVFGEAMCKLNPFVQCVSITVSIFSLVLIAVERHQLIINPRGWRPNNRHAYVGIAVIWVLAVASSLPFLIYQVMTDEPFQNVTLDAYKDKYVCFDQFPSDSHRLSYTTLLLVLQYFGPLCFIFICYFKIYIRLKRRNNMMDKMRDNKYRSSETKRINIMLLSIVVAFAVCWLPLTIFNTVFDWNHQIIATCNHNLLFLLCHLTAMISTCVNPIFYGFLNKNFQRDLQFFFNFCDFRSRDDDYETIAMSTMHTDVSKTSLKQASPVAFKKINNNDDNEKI
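Material: HEK293 Y1/CNG channel cell line; also added: NPY (25 nM), isoproterenol (1 µM), Ro 20-1724 (25 µM); doses: one concentration, 3.6 µM, in 0.4% DMSO; schedule: compound incubation 1 h at room temperature, readout 45 min post-stimulation; technique: membrane potential fluorescence; measure: fluorescence ratio normalized to % inhibition between controls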
p47phox inh – p47phox (human) inhibition | P14598 | inhibition, % at 24.7 µM | actives 0.53% (n = 220,000) | p47phox/p22phox peptide binding, fluorescence polarization, 2 h;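 active = inhibition above about 30%, limit read from the data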;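 note: 0% = p47phox with labelled peptide and 100% = labelled peptide alone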
S1P4 ag – human S1P4 receptor agonism | S1P4-expressing cell line, agonist reporter assay | O95977 | actives 0.35% (n = 220,000) | AID 1509 | activation, % at 4.98 µM; in the data active = activation above about 11%;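 note: 0% = DMSO vehicle and 100% = reference agonist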
NPY-Y1 PAM-ag – potentiates or activates human NPY-Y1 receptor; P25929; NPY-Y1 expressing cells, potentiator/agonist activation; activation, % at 3.6 µM; actives 0.37% (n = 220,000); in the data active = activation above about 33%, passing the limit was not always enough;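 note: cells stimulated with NPY at EC10 then isoproterenol at EC100; 0% = low agonist plus stimulus and 100% = saturating agonist plus stimulus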
NPY2 pot ag – potentiators or agonists of human neuropeptide Y receptor Y2 | cells expressing NPY-Y2, potentiator/agonist read-out | activation, % at 3.6 µM | actives 0.45% (n = 220,000) | AID 1359; in the data active = activation above about 27%;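 note: cells stimulated with NPY near EC25 plus isoproterenol at EC100; 0% = vehicle plus submaximal agonist and 100% = vehicle plus saturating agonist; some results beyond the cut were filed as inactive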
Starred values were filed as active, the others as inactive; . = no result given.

No.	mol	Ba/F3 V617F tox	CHOP inh	BaF3 parental	S1P4 antag	NPY Y1 blocker	p47phox inh	S1P4 ag	NPY-Y1 PAM-ag	NPY2 pot ag
1	N/C(Cc1ccc(Cl)cc1Cl)=N\OC(=O)Cc1ccccc1	2	-11	6	-25	5	-3	-0.5	-12	-16
2	COc1cccc2sc(NNC(=O)COc3ccccc3)nc12	0	-18	3	4	1	-4	1.5	2	-18
3	Cc1ccc(Cn2ccc(NC(=O)c3nn(C)cc3[N+](=O)[O-])n2)cc1	0	20	5	-2	2	2	0.2	7	-5
4	CCOC(=O)N1CCN(c2c(NCCCN(CC)Cc3ccccc3)c(=O)c2=O)CC1	1	18	9	-6	0	-10	1.2	-1	7
5	CCCCCCN1C=CC(=C2C(=O)c3ccccc3C2=O)C=C1	5	99*	11	12	-4	-11	1.4	-9	5
6	Cc1cc(C)c(NC(=O)CSc2ccc3nnc(CCNC(=O)c4ccccc4)n3n2)c(C)c1	0	-6	6	2	2	-6	3.5	3	2
7	Cc1csc(NC(=O)CCN2C(=O)c3ccccc3S2(=O)=O)n1	-6	26	-1	-13	0	-4	0.4	3	6
8	O=C(c1cccc(Br)c1)N1CCCC1	0	4	5	-15	-4	-5	1.4	-3	-2
9	COc1ccccc1CNC(=O)c1cc2sccc2n1C	-3	37	1	-18	8	-8	-0.8	-5	3
10	FC(F)(F)c1cccnc1N1CCN(c2ncnc3nc[nH]c23)CC1	5	30	7	1	-4	2	-1.0	-10	9
11	Cc1nn(C)cc1CNCc1ccc(OCC(O)CN(C)Cc2ccccc2)cc1 (stereo not given)	-3	-22	12	-1	2	-9	0.4	-5	5
12	O=C1N/C(=N\S(=O)(=O)Cc2ccccc2)S/C1=C/c1cc([N+](=O)[O-])ccc1O	1	9	0	44*	.	-50	-0.2	11	-8
13	O=C(OCCn1cncn1)c1cc2ccccc2oc1=O	-5	-1	-3	8	-2	-10	-2.0	11	-5
14	C#CCOc1ccc(/C=N/NC(=O)c2cccnc2)cc1OCC	2	28	1	-13	7	-1	0.2	18	2
15	CSc1nc(-c2ccccc2)nc(SC)c1C(C)=O	1	47	2	-13	5	-8	1.3	-26	0
16	O=[N+]([O-])c1ccc(-c2nnc(-c3ccccc3)c(N3CCOCC3)n2)cc1	1	10	4	-5	4	1	0.1	1	-15
17	CC(C)(C)c1ccc(NC(=O)COC(=O)C2=COCCO2)cc1	-5	-19	1	-7	1	-4	0.8	7	-1
18	CCN(CC)S(=O)(=O)c1ccc2oc(SCC(=O)NCc3ccccc3)nc2c1	1	5	6	10	0	-8	-2.4	-21	-8
19	CCc1cc2cc(OC)ccc2nc1SCC(=O)NNC(=O)c1ccco1	-2	25	6	-23	2	-1	0.8	1	2
20	CC(=O)[C@@]1(O)C(C)CC2C3C=C(C)C4=Cc5c(cnn5-c5ccccc5)C[C@]4(C)C3C(O)C[C@@]21C (stereo not given in full)	9	19	0	11	.	-17	-0.8	9	20
21	COC(=O)c1ccc(CNC(=O)COC(=O)C2CC3C=CC2C3)cc1 (stereo not given)	-2	-2	5	-1	7	7	0.8	9	6
22	CN(C)c1cccc(C(=O)NNC(=S)NC2CC3CCC2C3)c1 (stereo not given)	-4	-29	4	-9	-1	-10	-0.9	17	6
23	CN1CCN(C(=S)SCC(=O)Nc2nc(-c3ccccc3)c(-c3ccccc3)o2)CC1	5	37	6	-4	4	-18	-2.8	-14	-25
24	CC(=O)c1ccc(NC(=O)N2C3CCC2CC(O)(c2cccnc2)C3)cc1 (stereo not given)	3	8	7	-12	-5	-4	0.2	17	0
25	Cc1ccccc1Cn1ccc(NC(=O)c2nn3cccnc3c2Cl)n1	-2	15	5	-6	-1	-2	1.6	17	12
26	CCCC(=O)n1nc(-c2cccnc2)nc1NCc1ccccc1	-1	70*	5	-8	-2	-2	2.9	27	6
27	O=C(O)/C=C/C(=O)Nc1ccc(OCc2ccccc2)cc1	-1	-16	3	16	.	-13	1.0	14	11
28	NC1=NC(c2cn[nH]c2-c2ccc(F)cc2)n2c(nc3ccccc32)N1 (stereo not given)	4	4	6	-9	2	5	1.8	-7	-6
29	COCCn1c(-c2cccc(Br)c2)nc2c(c(=O)c3ccccc3n2C)c1=O	-1	15	0	8	.	0	0.0	-23	-15
30	COC(=O)C1=C(O)/C(=C\c2ccc(CNS(=O)(=O)c3ccc(Cl)cc3)o2)N=C1C	-4	1	0	-24	6	-5	-0.6	-12	-10

The final two compounds of the part before open the next one.
No.	mol	Ba/F3 V617F tox	CHOP inh	BaF3 parental	S1P4 antag	NPY Y1 blocker	p47phox inh	S1P4 ag	NPY-Y1 PAM-ag	NPY2 pot ag
29	COCCn1c(-c2cccc(Br)c2)nc2c(c(=O)c3ccccc3n2C)c1=O	-1	15	0	8	.	0	0.0	-23	-15
30	COC(=O)C1=C(O)/C(=C\c2ccc(CNS(=O)(=O)c3ccc(Cl)cc3)o2)N=C1C	-4	1	0	-24	6	-5	-0.6	-12	-10
31	C=CCn1c(SCc2cccc(C#N)c2)nnc1-c1ccccc1O	4	-7	4	-4	-3	3	-2.9	2	-13
32	CCNC(=O)Cn1cc(C#N)c2ccccc21	-3	15	-1	-5	4	-3	1.3	0	10
33	O=[N+]([O-])c1ccc(-c2nc(C(Cl)Cl)c3ccccc3n2)cc1	-1	105*	1	-3	.	5	-0.2	24	22
34	O=C(Cc1cccs1)N1CCN(S(=O)(=O)c2ccccc2)CC1	1	4	8	-8	2	-6	-1.6	11	6
35	O=C(c1cc2ccccc2o1)N1CCN(S(=O)(=O)c2cccs2)CC1	2	24	4	7	8	-7	-0.1	-18	0
36	Cc1cc(C)nc(NC(=O)CSc2nccc(C)n2)n1	-1	39	7	-3	5	6	0.7	10	-6
37	COc1ccc(NC(=O)CSc2nnc(Cn3c(=O)sc4ccccc43)n2C)cc1	0	10	6	-5	-4	-1	0.7	0	1
38	Cc1nc2ncnn2c(N2CCC(C(=O)NC3CCCC3)CC2)c1Cc1ccccc1	3	9	6	2	14	1	-1.1	-16	-10
39	S=c1nc(C2CCCCC2)[nH]c2ccccc12	-2	26	8	14	6	-4	-2.6	9	-14
40	CCOC(=O)C1=C(C)NC(=O)NC1c1ccc(-c2ccc(F)cc2)o1 (stereo not given)	1	45	7	-3	-5	-15	-1.0	10	-11
41	CCn1cc(C(=O)NCc2ccco2)c(=O)c2cc(S(=O)(=O)N3CCCC3)ccc21	2	-1	6	-4	3	-6	-0.5	7	4
42	O=C(CSc1nc2cccnc2n1Cc1ccccc1)N1CCc2ccccc21	-3	.	-1	-6	3	.	-0.9	-37	-5
43	Cc1cc2cc3c(cc2nc1SCC(=O)Nc1nc(C)c(C)s1)OCO3	-6	13	4	-12	5	-97	-0.6	-31	-10
44	Cc1ccc(C(=O)NNC(=O)CSc2nnc(-c3ccncc3)n2C)cc1	-4	9	-1	-11	1	-4	-3.2	11	-12
45	COc1cccc([C@@H]2Oc3ccc(OC)cc3C(=O)[C@H]2OC(=O)NCc2ccc3c(c2)OCO3)c1	5	-1	11	7	10	-54	1.5	-17	-11
46	COCC(=O)Nc1ccccc1Br	-1	16	3	-14	-1	6	0.5	5	10
47	CCCc1cc(=O)[nH]c(SCC(=O)N(C)CC(=O)Nc2ccccc2CC)n1	1	-5	5	-8	7	-1	-1.2	1	-2
48	Cc1noc(/C=C/Nc2ccc(F)cc2F)c1[N+](=O)[O-]	0	25	6	0	1	7	-0.9	11	4
49	C=C(C)c1cccc(C(C)(C)NC(=O)NCC2CCCO2)c1 (stereo not given)	-2	24	-2	-6	-3	-7	-0.7	7	4
50	CC(=O)NC(=S)NNC(=O)CCc1ccccc1	-2	24	0	-4	13	0	-0.7	16	9
51	O=C(Nc1ccc2c(c1)OCCO2)C1CCN(C(=O)c2ccc(F)cc2)CC1	5	-22	5	-9	11	-1	0.1	-28	-15
52	Cc1ccc(NC(=O)CSc2nc3ccccc3c(=O)n2CCCN2CCCCC2)cc1Cl	6	8	10	19	23*	-23	-2.8	-70	-60
53	CC(C)(C)Sc1ccc(N)nc1	0	52	4	8	-2	-15	0.2	-16	-2
54	COc1ccc(-n2cnc3c(sc4nc(N5CCOCC5)c5c(c43)CCCC5)c2=O)cc1	2	1	3	2	-1	1	-1.0	-20	3
55	N/C(=N\OC(=O)c1ccco1)c1cccnc1	-2	-19	2	-7	0	3	0.2	3	11
56	CC1CCCC(C)N1C(=O)COC(=O)c1cc(Br)ccc1Cl (stereo not given)	4	28	5	3	10	-3	-0.9	3	-4
57	COc1ccccc1OCCSc1nc(C)c(Cc2ccccc2)c(=O)[nH]1	-1	14	-10	-12	.	-9	1.9	24	-2
58	NCCc1nnc(SCc2ccccc2F)o1	-2	22	-2	-7	-1	-4	0.7	2	1
59	O=C(Nc1nc2ccsc2c(=O)s1)C1CCC1	-1	-15	-6	11	.	15	-0.9	-4	-26
60	COc1cc(CNC2CCCC2)cc(OC)c1	-4	21	-3	0	2	-9	2.4	-7	-5
61	COc1cccc(C(c2sc3nc(C)nn3c2O)N2CCN(c3ccccc3F)CC2)c1 (stereo not given)	0	53	2	6	-1	-15	0.1	-7	9
62	O=C(/C=C/c1ccccc1)NC(=S)Nc1ccc(N2CCOCC2)c(Cl)c1	-4	52	1	-6	7	2	0.0	-3	1
63	O=C(Cc1c(F)c(F)c(F)c(F)c1F)OC12CC3CC(C1)C(=O)C(C3)C2	-6	65	-1	-5	5	-11	0.9	-3	4
64	Cc1ccc(NC(=O)CN2C(=O)c3ccccc3C2=O)nc1	2	-12	3	-30	5	1	-1.3	-3	-9
65	O=[N+]([O-])c1cccc(-c2ccc(SCc3ccccn3)nn2)c1	-4	-3	2	7	7	-2	-0.3	-7	10
66	O=C(/C=C/c1ccc(Cl)cc1)N1CCN(c2ccccn2)CC1	0	-20	7	-21	3	-6	-2.9	-20	-9
67	CCOC(=O)C1CCN(Cc2cnc(Oc3ccc(OC)cc3)s2)CC1	-3	-6	0	-17	11	-5	-1.8	-20	3
68	O=C1N(c2ccccc2)C2CS(=O)(=O)CC2N1c1ccc(Br)cc1 (stereo not given)	-3	9	5	-11	5	-13	0.0	-5	9
69	COc1ccc([N+](=O)[O-])cc1NC(=O)Cc1ccc(C)cc1	-1	8	-1	-1	7	-2	-1.7	-16	4
70	Cc1c(OCC(=O)N(C)C)ccc2c3c(c(=O)oc12)CCCCC3	2	3	4	4	0	-4	1.7	-26	3
71	O=[N+]([O-])c1ccc(NCCCNS(=O)(=O)c2ccccc2)c(Cl)c1	6	33	7	15	4	-3	-3.2	-3	3
72	CCC(C)C(=O)Nc1nc(C)c(-c2csc(Nc3ccccc3OC)n2)s1 (stereo not given)	2	60	3	-25	7	-32	0.2	11	1
73	S=c1[nH]nc(/C=C/c2ccccc2)o1	3	-7	8	-9	4	-12	1.0	-23	-10
74	COc1ccc(N(CC(=O)NCc2ccco2)S(=O)(=O)c2ccc(C)cc2)cc1	-3	51	2	-15	12	1	0.0	10	-4
75	CCNC(=O)N1c2ccc(OC)cc2C(C)=CC1(C)C	-7	-11	0	-24	1	-4	0.5	3	0
76	O=C(C1CCN(S(=O)(=O)c2cccs2)CC1)N(c1ccccn1)C1CCCCC1	1	-8	10	-13	2	-9	-0.5	2	6
77	CCOC(=O)C1=C(c2ccccc2)NC(SCC(N)=O)=C(C#N)C1c1cccnc1 (stereo not given)	0	4	2	7	1	-12	-2.8	1	-1
78	O=C(CCCn1c(=O)c2ccccc2n(CC(=O)N2CCN(c3ccccc3)CC2)c1=O)NCc1ccco1	4	9	10	0	-1	-11	-0.7	-19	2

Screening data from PubChem.
